Screens deposited in PubChem by several laboratories.
CAL PDZ FP-1: inhibitors of human CAL PDZ peptide binding. 300,000 compounds, 0.92% hits. AID 602252. Q9HD26. inhibition, % at 24.9 µM. purified CAL PDZ, TMR-peptide fluorescence polarization, 1 h;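 active = mean inhibition of at least 30% with at least half of replicates also reaching 30%; inconclusive = no clear call, values can overlap the other calls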;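 note: 0% = DMSO neutral control and 100% = excess unlabeled competitor peptide PRC23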
Rtt109 HAT inh: inhibitors of Candida albicans Rtt109/Vps75 histone acetyltransferase. purified Rtt109/Vps75, ThioGlo CoA-SH fluorescence, 4 h. inhibition, % at 34.9 µM. 330,000 compounds, 0.16% hits;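 active = inhibition of at least 50% in every replicate; inconclusive = best replicate reaches 50% inhibition but some replicates fall short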
Target sequence (Q5AAJ8 whole entry, looked up): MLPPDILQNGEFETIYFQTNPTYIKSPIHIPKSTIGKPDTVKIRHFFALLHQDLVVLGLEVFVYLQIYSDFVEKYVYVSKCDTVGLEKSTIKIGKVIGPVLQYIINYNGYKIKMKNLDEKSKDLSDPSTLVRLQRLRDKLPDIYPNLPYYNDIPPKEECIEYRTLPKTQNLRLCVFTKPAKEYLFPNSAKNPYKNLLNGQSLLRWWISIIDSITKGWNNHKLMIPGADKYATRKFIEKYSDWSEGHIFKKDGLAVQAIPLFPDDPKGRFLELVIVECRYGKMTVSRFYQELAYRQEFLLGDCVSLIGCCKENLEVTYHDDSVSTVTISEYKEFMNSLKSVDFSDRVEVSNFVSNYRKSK
dFosB activator: enhances mouse delta FosB homodimer DNA binding. activation, % at 25 µM. purified delta FosB, TAMRA-CDK5 oligo fluorescence polarization; percent of positive-control signal above neutral wells. 340,000 compounds, 0.99% hits;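 active = mean activation above about 17%, with every replicate also reaching it, limit read from the data, passing the limit was not always enough; inconclusive = only one of the two conditions met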;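 note: fluorescence polarization rise as delta FosB binds a TAMRA Cdk5 AP-1 oligo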
Target sequence (P13346 whole entry, looked up): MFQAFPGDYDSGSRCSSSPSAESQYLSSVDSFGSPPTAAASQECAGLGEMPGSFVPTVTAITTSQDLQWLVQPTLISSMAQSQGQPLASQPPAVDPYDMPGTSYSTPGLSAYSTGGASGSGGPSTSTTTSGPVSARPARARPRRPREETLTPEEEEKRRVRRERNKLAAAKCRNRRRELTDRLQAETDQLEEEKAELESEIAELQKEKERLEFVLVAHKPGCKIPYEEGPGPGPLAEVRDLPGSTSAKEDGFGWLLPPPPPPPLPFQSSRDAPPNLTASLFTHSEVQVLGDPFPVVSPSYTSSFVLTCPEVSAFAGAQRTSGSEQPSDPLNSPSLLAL
V-ATPase pH: alters yeast V-ATPase proton transport | S. cerevisiae, pHLuorin cytosolic pH fluorescence | response, % at 10 µM | 350,000 compounds, 0.37% hits; in the data active = response mostly above about 7.3%, no sharp cut-off; inactive = mostly below about 5.4%; note: actives read high; inactives centre near 0; some compounds called inactive have numbers as strong as hits
CDK5 inh: inhibitors of human CDK5/p35 kinase; Q00535+Q15078; Recombinant CDK5/p35, ADP-Glo luminescence, 60 min; inhibition, % at 10 µM; 330,000 compounds, 0.01% hits; AID 488839;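 active = highest replicate inhibition of at least 50% and at least 75% of replicates reaching 50%; inconclusive = only one of the two criteria met; inactive = both criteria failed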;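 note: plate controls were DMSO neutral control for no effect and GW8510 at 10 µM for full effect; many of its hits are not listed in these tables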
MITF TRPM1 HTS: increases MITF-driven TRPM1 promoter luciferase signal; activation, % at 12.5 µM; SK-MEL-5 TRPM1-promoter luciferase, 24 h; % of positive control, neutral wells = 0; 300,000 compounds, 0.75% hits; AID 588334;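 active = mean activation of at least 80% with every replicate also reaching 80%; inconclusive = mean reaches 80% but some replicate falls short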;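 note: 0% = neutral control wells and 100% = parthenolide positive control wells; values of inactives mirror those of a sister screen read the other way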
RTF Ca sens act: cardiac RTF calcium sensitization; P19429+P45379; IANBD-labeled TnC RTF fluorescence at EC20 calcium; 0% EC20 calcium, 100% full calcium; activation, % at 7.2 µM; 340,000 compounds, 0.24% hits; AID 493008;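 active = activation above the mean over all tested compounds plus 3 SD, cut at about 30% in these data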;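 note: rise in fluorescence read as greater calcium sensitivity of cardiac thin filaments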
Tat export inh: E. coli Tat transport inhibition. 340,000 compounds, 0.036% hits. AID 488895. inhibition, % at 10 µM. E. coli MC4100 TorA-mCherry Tat export, fluorescence;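 active = mean replicate inhibition at least 50% and at least half of replicates individually reaching 50%; inconclusive = only one of the two criteria met; inactive = neither criterion met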;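 note: exported cargo escapes ClpAP degradation while cytoplasmic cargo is degraded and loses fluorescence; 0% = median of neutral control wells and 100% = median of NaSCN control wells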
CAL PDZ FP-2: blocks peptide binding to human CAL PDZ domain | inhibition, % at 20 µM | AID 504414 | purified CAL PDZ, TMR-peptide fluorescence polarization, 1 h | Q9HD26 | 330,000 compounds, 0.02% hits;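 active = highest replicate inhibition of at least 40%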;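 note: plate controls were DMSO neutral control wells for no effect and unlabeled competitor peptide control wells for full effect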
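Test system: tagged CAL PDZ domain / Buffer or medium: sodium phosphate/NaCl buffer pH 7.4 with TCEP, IgG, Thesit / Reagent: TMR-labelled reporter peptide T*-PRC34 bound in PDZ groove / Compound dosing: single point, 20 µM / Schedule: 1 h incubation at room temperature before polarization reading / Technique: fluorescence polarization (mP) / Benchmarks: unlabelled peptide, DMSO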
Wnt bcat act: activates Wnt/beta-catenin signaling in a reporter cell assay. 300,000 compounds, 1.2% hits. activator, plate reader. AID 743398. activation, % at 9.35 µM; in the data active = activation above about 30%, passing the limit was not always enough; inconclusive = no clear call, values can overlap the other calls;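 note: 0% = neutral control wells and 100% = positive control wells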
* = called active by the depositor; ? = inconclusive; · = not tested or not shown.

| SMILES | dFosB activator | CDK5 inh | MITF TRPM1 HTS | Tat export inh | V-ATPase pH | CAL PDZ FP-2 | Wnt bcat act | CAL PDZ FP-1 | Rtt109 HAT inh | RTF Ca sens act |
| --- | --- | --- | --- | --- | --- | --- | --- | --- | --- | --- |
| CC(C)c1ccc(S(=O)(=O)N2CCN(C(=O)c3cccc(F)c3)CC2)cc1 | -2 | 2.8 | -3 | -6 | 0 | 0.7 | · | 46* | -2 | 2 |
| NS(=O)(=O)c1cccc(NC(=O)c2cccc(S(=O)(=O)N3CCCCCC3)c2)c1 | -12 | -0.8 | 2 | -3 | -80 | -0.3 | -1 | -9 | -11 | 3 |
| Clc1ccc(OCCSc2ncccn2)cc1 | -1 | 1.1 | 100* | 3 | 3 | -0.6 | · | 0 | 5 | -2 |
| CN1C(=O)c2ccc(N3CCCC3)cc2C1=O | -6 | -1.6 | 17 | 4 | 1 | -0.5 | · | -3 | 3 | 3 |
| COc1ccc(CN2CCN(C(=O)CCC(=O)Nc3nnc(C(F)(F)F)s3)CC2)cc1F | -16 | -2.3 | 39 | 7 | -2 | -1.8 | -3 | -7 | -7 | -2 |
| CC(=O)c1cnc(Nc2cccc(C)c2)s1 | -1 | 6.7 | 92* | 2 | 4 | -0.3 | -2 | 0 | 13 | 1 |
| O=C(COC(=O)c1ccccc1Br)Nc1cccnc1Cl | -6 | 1.6 | 12 | -6 | -2 | -1.9 | -3 | 1 | -5 | -5 |
| COC(=O)C1=C(C(=O)c2ccccc2)C(c2ccc(OC)c(OC)c2)Nc2nnnn21 (stereo unspecified) | -1 | 0.4 | 4 | 14 | -1 | -1.1 | · | -5 | -3 | -1 |
| COc1ccc(-c2cc(C(=O)Nc3ccc(F)cc3F)no2)cc1 | -2 | -1.3 | -2 | -1 | 3 | -1.0 | 1 | -4 | -18 | 3 |
| COc1ccnc(Oc2ccc(F)cc2)c1C(=O)N/C=N/OCc1ccccc1 | -11 | -1.7 | 6 | -3 | 0 | -0.4 | -1 | 3 | -6 | 5 |
| COc1ccc(S(=O)(=O)N2CCN(C(=O)c3ccc(=O)[nH]n3)CC2)cc1OC | -2 | -0.4 | -9 | -3 | 2 | -2.1 | -2 | -3 | · | 7 |
| COc1ccc(/C=C2/SC(=O)N(CC(O)Cn3c4ccccc4c4ccccc43)C2=O)cc1 (stereo unspecified) | ? | 0.6 | 0 | 0 | 1 | -0.9 | -6 | 0 | -10 | -2 |
| O=C(CNCCCO)Nc1cc(C(F)(F)F)cc(NC(=O)CNCCCO)c1Cl | -3 | 0.3 | 11 | 22 | 3 | -4.6 | -1 | -3 | 3 | 9 |
| Cc1cccc(N(CC(=O)NC(C)(C)C)C(=O)CS(=O)CC(=O)Nc2ccc(F)cc2)c1 (stereo unspecified) | -2 | -1.4 | -3 | -2 | -3 | -2.1 | -1 | 0 | 6 | -3 |
| O=C(O)c1ccc(CNCc2ccccc2F)cc1 | 10 | 0.4 | 7 | -2 | 0 | 0.2 | -3 | 0 | -1 | 3 |
| COCCNC(=O)Cn1nc(-c2ccccc2F)ccc1=O | 5 | -1.9 | 0 | 39 | 0 | 0.3 | 1 | -1 | -10 | -2 |
| CCC(=O)NC(NC(=S)Nc1c(C)n(C)n(-c2ccccc2)c1=O)C(Cl)(Cl)Cl (stereo unspecified) | -1 | -7.8 | -5 | 4 | -3 | -0.5 | -2 | -1 | 0 | 6 |
| Cc1nc(SCC(=O)NC(=O)NCc2ccccc2)nc(C)c1C | -1 | 0.4 | -7 | -15 | 5 | -0.5 | · | -6 | -3 | -2 |
| O=[N+]([O-])c1cccc(CSc2nnc3ccccn23)c1 | -1 | -1.5 | 4 | -6 | -1 | -0.9 | -1 | · | 2 | 1 |
| COCCn1c(N)c(N(Cc2ccccc2)C(=O)c2cc3ccccc3o2)c(=O)[nH]c1=O | -11 | -7.4 | -19 | 14 | -2 | -1.6 | 0 | -3 | -1 | 11 |
| CCOC(=O)C1CCN(C2=NC(=O)/C(=C/c3ccc(O)cc3)S2)CC1 | -3 | -0.5 | -8 | -11 | 3 | -1.4 | 2 | -4 | -1 | 2 |
| Cc1cnccc1CN(C)C(=O)C1CCC(=O)N(Cc2ccccc2F)C1 (stereo unspecified) | -1 | -1.7 | -8 | -3 | -4 | -1.7 | 0 | -4 | -2 | 0 |
| CCOC(=O)/C(=C/c1ccc(OC(=O)c2ccccc2)cc1)C(C)=O | -8 | -0.9 | -8 | 11 | 2 | -0.1 | · | -1 | 6 | 7 |
| CCCCN1C(=O)/C(=C2/Sc3ccc(OC)cc3N2CC)SC1=S | 0 | -1.2 | · | -8 | 2 | -0.5 | · | -3 | -1 | 7 |
| COc1ccc(N2CCN(C(=O)C3CCN(S(=O)(=O)c4ccccc4)CC3)CC2)cc1 | 2 | 0.0 | 12 | -2 | 5 | -3.3 | -6 | -3 | 3 | 0 |
| Cn1c(=O)[nH]c(=O)c2c1nc(CN1CCOCC1)n2Cc1ccccc1 | -7 | -0.6 | 2 | 2 | -2 | 0.0 | -2 | 7 | 4 | -7 |
| O=C(Cc1ccc(F)cc1)N1CCN(c2ccc(F)cc2)CC1 | -8 | 0.1 | 0 | 4 | -5 | 0.2 | 13 | -4 | -8 | 4 |
| O=C(Cn1cnc2c(OCc3ccccc3)ncnc21)N1CCN(c2ccccn2)CC1 | 0 | 1.6 | 4 | 7 | 3 | -1.1 | -3 | -4 | -1 | -10 |
| O=C(Nc1ccc(Cl)cc1)C1CCCN(S(=O)(=O)c2cnc[nH]2)C1 (stereo unspecified) | -5 | -4.9 | -3 | 8 | 1 | 0.8 | -2 | -2 | 7 | -4 |
| O=C(NCc1ccco1)Nc1ccc([N+](=O)[O-])cc1 | 0 | -0.1 | -5 | 3 | 1 | -1.1 | -2 | 1 | · | -3 |
| CCOC(=O)c1cnc2c(C#N)c(C)nn2c1-c1ccccc1 | -7 | 0.4 | · | -1 | 7 | -0.3 | ? | · | 2 | -2 |
| CN(c1ccccc1)S(=O)(=O)c1cccc(NC(=O)C2=NN(c3ccccc3)C(=O)CC2)c1 | 3 | 0.8 | -31 | -16 | 1 | -0.6 | -6 | -1 | 4 | 1 |
| CCOc1ccccc1NC(=O)CCCCCN1C(=O)[C@@H]2Cc3ccccc3CN2C1=O | -6 | · | 5 | 1 | -5 | -3.4 | 0 | -8 | -6 | -7 |
| CC(C)N(Cc1ccccc1)C(=O)COC(=O)/C=C/c1cnc2ccccc2n1 | -2 | 0.9 | -2 | -5 | -2 | -1.9 | -1 | 1 | -1 | 3 |
| C=CCN1C(=S)CC(c2ccccc2)=Nc2ccccc21 | -6 | 0.7 | · | 5 | 0 | -0.7 | -1 | 4 | -9 | -11 |
| Cc1onc(-c2ccccc2)c1-c1csc(COc2ccccc2)n1 | 0 | 1.0 | 7 | 6 | 1 | -0.8 | -2 | · | -8 | 2 |
| COc1ccc(S(=O)(=O)N2CCC(C(=O)NCc3ccccn3)CC2)cc1C | -2 | 0.9 | -26 | -6 | -3 | -0.5 | · | -1 | 15 | -4 |
| CC(C)(C)OC(=O)N/N=C\c1cccnc1 | -2 | -2.1 | 39 | 1 | -1 | -0.2 | -1 | 1 | 15 | 8 |
| CCc1cc(=O)oc2c(CNCc3c(F)cccc3Cl)c(O)ccc12 | -2 | -0.4 | 22 | 1 | -1 | 1.2 | 18 | -5 | 2 | 4 |
| COc1cc(/C=C/C(=O)NC(=O)c2ccccc2O)ccc1OC(C)=O | 3 | -2.7 | 66 | 0 | 2 | -0.9 | -2 | -2 | 13 | 3 |
| CC(C)NS(=O)(=O)c1ccc(OCC(=O)Nc2ccc(F)cc2)cc1 | -8 | -3.7 | 4 | 3 | 3 | 0.0 | -7 | -3 | -4 | 5 |
| Cc1nc2ccc(N=NN(C)C)cc2[nH]1 | -3 | 4.7 | · | 4 | -1 | -0.7 | 1 | -4 | 9 | -3 |
| CC1(C)CCC(=NNC(N)=S)CC1 | 0 | 11 | 9 | 2 | 1 | -0.4 | -5 | -2 | 11 | -1 |
| COc1ccc(OC)c(NC(=O)C2CCCC2)c1 | -3 | -0.3 | · | -10 | -2 | -0.3 | -6 | 2 | 5 | 4 |
| CC1Cc2ccccc2N1C(=O)CO/N=C/c1ccccc1OC(F)F (stereo unspecified) | -13 | -2.8 | 1 | -3 | 5 | -0.9 | · | -5 | -3 | -2 |
| O=c1cc(O)c2sc3nc(-c4cccnc4)cc(C(F)(F)F)c3c2[nH]1 | -19 | -1.1 | -20 | 1 | 1 | -3.9 | · | -1 | -2 | 4 |
| CCN(CC(=O)Nc1c(F)cccc1F)C(=O)c1ccc(N2CCCC2=O)cc1 | -1 | 0.8 | 4 | -6 | -1 | -3.5 | -5 | -4 | -7 | -1 |
| COc1ccccc1CN(C)C(=O)c1ccc(COc2ccccc2)cc1 | -20 | 0.2 | 24 | 13 | 1 | -0.9 | 0 | -5 | 7 | -3 |
| COc1ccc(CCn2c(N)cc(=O)[nH]c2=O)cc1OC | -3 | 2.4 | -8 | -4 | -2 | -1.5 | -3 | 1 | · | -1 |
| CCCN(CC(=O)Nc1ccccc1C)C(=O)c1ccc(COc2ccccc2)cc1 | -12 | 0.0 | 4 | 10 | 3 | -0.8 | 1 | -4 | 0 | -2 |
| CN(C)S(=O)(=O)c1cccc(NC(=S)N2CCCCC2CO)c1 (stereo unspecified) | -12 | -1.3 | 3 | -1 | 1 | -1.6 | -1 | -3 | -5 | 2 |
| Cc1ccccc1NC(=O)c1c(C)nc(SCC(=O)OCc2ccccc2)c(C#N)c1-c1ccc(F)cc1 | 8 | 1.2 | 6 | 4 | -1 | 0.5 | -1 | 0 | 2 | -3 |
| CCCCn1c(SCC(=O)N2CCC(C)CC2)nc2cc(S(N)(=O)=O)ccc21 | -9 | -1.1 | -2 | 1 | 14* | -1.3 | -2 | · | 15 | 0 |
| NS(=O)(=O)c1ccc(NC(=O)CN2C(=O)c3ccccc3C2=O)cc1 | -2 | 0.0 | -5 | 6 | 0 | -2.7 | 1 | -5 | 2 | 1 |
| CNc1ccc(Br)cc1C(O)c1ccccc1 (stereo unspecified) | 0 | -1.2 | 0 | -8 | -1 | -0.5 | -4 | 8 | -1 | -3 |
| N#Cc1cccc(NC(=O)Cc2ccsc2)c1 | -10 | -0.6 | 4 | 4 | -7 | -0.4 | -3 | -17 | 2 | -5 |
| CCN1CCN(c2nc(S(=O)(=O)c3ccc(C)cc3)c(Cl)s2)CC1 | -3 | -0.4 | 1 | 2 | -1 | -0.4 | -1 | -3 | 2 | -6 |
| COc1ccc(NC(=O)CC2C(=O)N(C)C(=S)N2CCc2ccccc2)cc1 (stereo unspecified) | -4 | -0.2 | 1 | -2 | -2 | -1.8 | 1 | -3 | 10 | -5 |
| CC(=O)NCC(=O)N(Cc1ccco1)C1(C(=O)NC2CCCC2)CCCCC1 | -13 | -1.9 | 0 | -1 | 1 | -0.4 | 0 | 10 | -9 | 0 |
